Screening data: PubChem BioAssay, several laboratories
Ins promoter up – MIN6 insulin promoter up-regulation. MIN6 insulin promoter-GFP reporter, high-content imaging; active compounds read high. z-score at 5 µM. hit rate 0.3% among 190,000;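 active = z-score above 3 at 5 µM with at least 500 cells counted in the well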
human PMI inhibition – MPI enzyme activity inhibition – biochemical, fluorescence intensity, coupled assay, primary screen (AID 1209); purified PMI enzyme, coupled fluorescence intensity; higher % means a stronger effect; one-dose inhibition, % at 20 µM; IC50 in µM for titrated hits; hit rate 0.42% among 190,000;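 note: plate controls were DMSO vehicle for no effect and wells lacking substrate for full effect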
TNAP activation fold – stimulation of alkaline phosphatase TNAP activity – biochemical, luminescent, no phosphate acceptor, uHTS, primary screen (AID 1001); purified TNAP, luminescent activation assay, no phosphate acceptor; higher activation fold means a stronger effect; activation fold at 20 µM; hits with a dose series show EC50 in µM; hit rate 0.03% among 200,000; in the data active = activation fold from about 3, or a potency from the dose series; inactive = the rest, 99 in 100 with activation fold below about 1.6; note: many of its hits are not listed in these tables
T cell modulator – modulates CD8 T cell binding to vesicles; 2C CD8+ T cell-vesicle binding, flow cytometry; active compounds read low; calls only at 7 µM; hit rate 0.068% among 330,000;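 active = response, share of CD8 T cells binding vesicles, and their 90th percentile fluorescence all below set limits, cut at about 80% in these data, passing the limit was not always enough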
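Benchmarks: naked versus QL9-loaded vesicles / Assay system: purified 2C TCR transgenic mouse naive CD8+ T cells / Technique: high-throughput flow cytometry with anti-B7-1 and anti-CD8 staining / Timing: Cell–vesicle co-incubation 1.5 h at 37 °C, staining 20 min on ice / Read-out: percent CD8+ FL2 mean versus row control / Probe or stimulus: QL9-loaded Drosophila micro-vesicles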
MT stabilize HCS – stabilizes microtubules in HeLa cells. HeLa tubulin immunostaining HCS, 24 h; share of cells brighter than vehicle mean+2SD. % tubulin-high responders, % at 10 µM. hit rate 0.83% among 200,000. AID 2205;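 active = plate Z-score above 3 for both tubulin-high and condensed-nucleus cell shares, with cell loss under 80%, at 10 µM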;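 note: anti alpha tubulin signal scored within the nucleus-defined area of each cell; some results filed as inactive read as strong as hits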
Lipid droplet – modulators of hepatic lipid droplet formation. AML12 mouse hepatocytes, oleate lipid droplets, BODIPY imaging. inhibition, % at 6.5 µM. hit rate 0.4% among 240,000. AID 1656;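 active = lipid droplet intensity inhibited by at least 50%, with more than 500 cells counted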
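Material – AML12 mouse liver cells · Also added – oleate loading, 100 µM · Compound dosing – 6.5 µM single-point dosing · Times – overnight treatment with compound plus oleate · Measured by – fluorescence imaging, 20x objective, two fields per well · Read-out – percent inhibition of filter-corrected integrated lipid droplet intensity per well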
bCat nuc transl – alters nuclear translocation of beta-catenin in HeLa cells; immunofluorescence imaging; nuclear translocation activity, % at 5 µM; hit rate 0.3% among 190,000; AID 1665;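 active = nuclear translocation activity above 50% at 5 µM, with a well cell count of 50 or more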;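 note: per-cell ratio of nuclear to cytoplasmic median beta-catenin stain intensity; plate controls were DMSO negative control for no effect and GSK-3 inhibitor IX positive control for full effect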
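Read-out: Nuclear/cytoplasmic beta-catenin signal ratio, % activation | Assay system: Human HeLa cell line | Times: 24 h compound exposure at 37°C, 5% CO2 | Signal: Fluorescence imaging of beta-catenin antibody stain plus DAPI | Dosing: 5 µM primary, 0.02–20 µM confirmation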
Autophagy HCS – autophagy modulation, high-content screen | MEF GFP-LC3 puncta imaging; test concentration mostly 10 µM | calls only at 10 µM (by protocol) | hit rate 0.98% among 190,000 | AID 463193;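 active = percentage of spot-positive cells more than 3 SD above its plate mean, without a fluorescence outlier flag or 80% toxicity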;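 note: spot-positive cell cutoff set from DMSO-treated cells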
PMI inhibition – human PMI inhibitors, high substrate, primary screen, biochemical, fluorescence intensity, high mannose 6-phosphate (AID 1220); recombinant PMI enzyme, coupled fluorescence intensity; higher % means a stronger effect; inhibition, % at 20 µM, or IC50 in µM where a hit was titrated; hit rate 0.66% among 190,000
Ins promoter up cell count – also measured in Ins promoter up; calls as there; cell count; measured here: cytotoxicity, nuclei count;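 total cells summed across four imaged fields per well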
Lipid droplet cells 6.5 µM – further read-out of Lipid droplet, marked with its call; cell count; measured here: cell count, cytotoxicity flag;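 cells counted across two imaged fields per well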
bCat nuc transl cell count 5 µM – second read-out of bCat nuc transl, no call of its own (marks repeat the call); cell count; measured here: cell count, cytotoxicity flag
T cell modulator vesicle-bound % – also measured in T cell modulator; calls as there; double positive events, %; measured here: CD8+ vesicle-bound cell fraction;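 binding gate set so that unloaded-vesicle control wells show 10% double positive cells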
MT stabilize HCS Hoechst-high % – further read-out of MT stabilize HCS, marked with its call; % Hoechst-high responders; measured here: nuclear condensation Hoechst responders;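 share of cells brighter than vehicle mean plus two SD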
MT stabilize HCS cytotoxicity % – further read-out of MT stabilize HCS, marked with its call; toxicity, %; measured here: cytotoxicity by cell density;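 0% = mean cell density of plate MIN control wells and 100% = no cells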
Autophagy HCS cell loss 18 h – also measured in Autophagy HCS; calls as there; toxicity, %; measured here: cell loss, nuclei count;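 cell loss after 18 h compound exposure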
* marks the source's active call; other numbers are inactive results; i = inactive; / = not tested or not shown; & = joins results of further samples. Cut-off read from the data, not from the text of the source, unless noted: active = inhibition above about 50%; inactive = the rest.

SMILES	Ins promoter up	Ins promoter up cell count	human PMI inhibition	TNAP activation fold	T cell modulator	T cell modulator vesicle-bound %	MT stabilize HCS	MT stabilize HCS Hoechst-high %	MT stabilize HCS cytotoxicity %	Lipid droplet	Lipid droplet cells 6.5 µM	bCat nuc transl	bCat nuc transl cell count 5 µM	Autophagy HCS	Autophagy HCS cell loss 18 h	PMI inhibition
Clc1cccc(Cl)c1/C=C/c1nc2ccccc2[nH]1	-0.33	1329	-4%	1	i	56	24	12	28	/	/	4.8	801	i	34	7%
CCS(=O)(=O)CCSc1nc(C)cc(C)c1C#N	-0.94	1343	5%	1.1	i	42	5.7	3.8	9.4	13	800	-2.0	1088	i	-4	0%
CC1(C(=O)Oc2ccccc2)Cc2ccccc2C(=O)O1 (stereo not given)	1.6	1402	-24%	1	i	30	2.3	2.1	4.1	-6	679	-3.6	992	i	19	-53%
CCOC(=O)[C@H](CCc1ccccc1)N[C@@H](C)C(=O)N1CCC[C@H]1C(=O)O	/	/	-19%	1.1	i	27&15	2.5	2.0	10	1	733	/	/	i	13	-12%
O=C(C1CCN(S(=O)(=O)c2cccc3nsnc23)CC1)N1CCN(c2ccccc2F)CC1	/	/	-1%	1	i	42	4.1	3.0	6.0	/	/	/	/	i	17	2%
Cc1cc(=O)n(CC(=O)Nc2cc(Cl)ccc2C)c(C(C)C)n1	/	/	-10%	1.1	i	26	2.6	1.9	6.9	4	736	0.2	1114	i	-1	-1%
CC(=O)N1CCN(C2=NC(=O)C(=C3CCCCC3)S2)CC1	0.48	1086	-1%	1.1	i	54	3.2	1.7	8.4	11	750	-1.8	1207	i	-4	3%
CC(=O)Nc1c(O)n(C)c2ccccc12	0.19	1425	8%	1	i	40	3.8	2.5	2.2	-2	654	0.1	1043	i	-9	0%
CCCCN(c1ccccc1)S(=O)(=O)N(C)C	/	/	-6%	1.1	i	60	1.7	1.7	13	0	714	-0.4	1511	i	0	-4%
O=C(CSc1nnc(-c2ccccn2)n1Cc1ccco1)Nc1ccc2c(c1)OCO2	-0.63	1541	-4%	1.1	i	30	2.4	1.9	3.1	/	/	1.0	1305	i	10	-4%
Cc1cc(C2=NNC(=NCc3ccccc3)SC2)c(C)n1-c1c(C)n(C)n(-c2ccccc2)c1=O	-0.13	1429	19%	1.1	/	/	4.8	2.5	8.2	-6	670	1.9	1047	i	16	16%
O=C(COc1cc(O)c2c(=O)cc(-c3ccccc3)oc2c1)c1ccccc1	-0.32	1658	-4%	1	i	46	6.8	3.1	4.3	/	/	2.2	1313	i	-10	-4%
COC(=O)c1sccc1-c1ccc(C(=O)Nc2ccccc2)o1	/	/	6%	1	i	40	1.7	2.0	11	/	/	/	/	i	-22	5%
O=C(Nc1cccc(Oc2ccc3c(c2)C(=O)NC3=O)c1)c1ccco1	0.31	1889	13%	1	i	10	2.8	2.2	1.2	-2	657	-0.5	1114	i	-3	10%
C=CCNC(=S)NN(c1ccccc1)c1ccccc1	-1.2	1494	1%	1.1	i	31	2.0	1.2	4.1	-2	688	-6.3	1117	i	21	0%
CCc1ccccc1NC(=S)NC1CC2CCCC(C1)N2Cc1cccs1 (stereo not given)	-0.31	1777	0%	1.1	i	23	1.5	1.6	7.4	7	632	-0.4	1094	i	3	4%
Cc1ccc(S(=O)(=O)N2CCN(Cc3cccc(C)c3O)CC2)cc1	/	/	3%	1.1	i	24	3.4	2.1	4.6	4	710	-2.0	1370	i	0	-1%
COc1ccccc1N1CCN(C(=O)CSc2ncnc3scc(-c4ccccc4)c23)CC1	-1.1	1349	9%	1.1	i	44	3.2	3.5	13	23	614	0.4	1212	i	-6	2%
Cc1ccc(NC(=O)CS(=O)CC(=O)NCCCN(C)c2ccccc2)cc1 (stereo not given)	0.32	1145	-12%	1	i	50	3.3	2.0	9.4	/	/	-6.1	875	i	-4	12%
COc1ccc2cnn(CCOc3cc(C)ccc3C(C)C)c(=O)c2c1OC	-0.36	1211	10%	1	i	43	1.9	2.8	3.6	-36	730	6.2	566	i	19	9%

In another format: entries from further up.
Under each structure: Ins promoter up	Ins promoter up cell count	human PMI inhibition	TNAP activation fold	T cell modulator	T cell modulator vesicle-bound %	MT stabilize HCS	MT stabilize HCS Hoechst-high %	MT stabilize HCS cytotoxicity %	Lipid droplet	Lipid droplet cells 6.5 µM	bCat nuc transl	bCat nuc transl cell count 5 µM	Autophagy HCS	Autophagy HCS cell loss 18 h	PMI inhibition
CCOC(=O)[C@H](CCc1ccccc1)N[C@@H](C)C(=O)N1CCC[C@H]1C(=O)O
  /	/	-19%	1.1	i	27&15	2.5	2.0	10	1	733	/	/	i	13	-12%
O=C(C1CCN(S(=O)(=O)c2cccc3nsnc23)CC1)N1CCN(c2ccccc2F)CC1
  /	/	-1%	1	i	42	4.1	3.0	6.0	/	/	/	/	i	17	2%
Cc1cc(=O)n(CC(=O)Nc2cc(Cl)ccc2C)c(C(C)C)n1
  /	/	-10%	1.1	i	26	2.6	1.9	6.9	4	736	0.2	1114	i	-1	-1%
CC(=O)N1CCN(C2=NC(=O)C(=C3CCCCC3)S2)CC1
  0.48	1086	-1%	1.1	i	54	3.2	1.7	8.4	11	750	-1.8	1207	i	-4	3%
CC(=O)Nc1c(O)n(C)c2ccccc12
  0.19	1425	8%	1	i	40	3.8	2.5	2.2	-2	654	0.1	1043	i	-9	0%
CCCCN(c1ccccc1)S(=O)(=O)N(C)C
  /	/	-6%	1.1	i	60	1.7	1.7	13	0	714	-0.4	1511	i	0	-4%

Other compounds follow:
SMILES	Ins promoter up	Ins promoter up cell count	human PMI inhibition	TNAP activation fold	T cell modulator	T cell modulator vesicle-bound %	MT stabilize HCS	MT stabilize HCS Hoechst-high %	MT stabilize HCS cytotoxicity %	Lipid droplet	Lipid droplet cells 6.5 µM	bCat nuc transl	bCat nuc transl cell count 5 µM	Autophagy HCS	Autophagy HCS cell loss 18 h	PMI inhibition
CC(=O)c1cccc(N=C2NC(=O)C(CO)(CO)S2)c1	0.66	1683	7%	0.9	i	65	4.9	2.3	3.1	37	645	-0.8	990	i	2	4%
CCC(C)C1NC(=S)N(C2CCCCC2)C1=O (stereo not given)	/	/	8%	1	i	51	4.7	1.5	6.8	/	/	/	/	i	-5	7%
Cc1ccc(NC(=O)C2CCCN(S(=O)(=O)c3ccc4c(c3)oc(=O)n4C)C2)nc1 (stereo not given)	0.07	1632	-1%	1	i	30	2.2	1.5	3.2	13	666	-2.5	1114	i	-5	-1%
CC(CC(=O)O)Nc1ccccc1O (stereo not given)	0.15	1454	14%	0.8	i	48	4.8	1.4	10	-4	658	0.1	1536	i	-16	49%
c1ccc(-c2ccccc2-c2nc(-c3cccnc3)no2)cc1	-0.76	1259	13%	1	i	57	3.2	2.4	4.5	-4	746	-1.6	1231	i	-6	2%
CCOc1ccccc1Nc1nnc(SCC(=O)NC(=O)c2cccn2C)s1	0.38	1313	6%	1.1	i	54	4.3	2.4	9.7	-1	587	/	/	i	2	8%
CC(CC(=O)Nc1nncs1)c1ccccc1 (stereo not given)	/	/	-6%	1.1	i	49	2.3	1.8	3.7	-6	731	/	/	i	-1	-8%
Oc1ccc(/C=N/NC(=S)Nc2cccnc2)c(O)c1	-0.18	1143	-1%	1.4	i	52	3.8	1.0	14	-5	638	0.4	1020	i	16	-12%
CC(=O)c1ccc(N=C2SCCCN2C(=O)C2CCCCC2)cc1	/	/	-4%	1.1	i	21	2.8	1.3	6.0	6	717	0.8	1119	i	-2	-6%
O=C(NCc1ccc2c(c1)OCO2)c1cccc(C(=O)NCc2ccc3c(c2)OCO3)c1	-0.1	1086	11%	1.1	i	55	2.7	2.8	17	/	/	-3.2	1000	i	41	17%
Cc1cc(C)n(-c2nc3ccccc3s2)n1	/	/	9%	1.1	i	64	2.6	1.9	7.6	-24	714	0.1	1048	i	0	2%
Cc1cccc(NC(=S)NNC(=S)NCc2ccccc2)c1	0.3	1062	9%	1.3	i	32	3.3	1.4	12	12	804	/	/	i	30	-2%
CSc1nnc(Nc2ccccc2C)s1	-0.31	1001	7%	1	i	6	0.8	1.5	4.7	0	861	-1.6	932	i	38	2%
CC1CC(C)(C)NC(=S)N1CCC(=O)N1c2ccccc2CC1C (stereo not given)	-0.51	1257	-10%	1	i	36	5.5	2.2	11	-6	695	-1.6	1081	i	15	-5%
CC(C)C(NC(=O)OC(C)(C)C)C(=O)NC(CCC(=O)OCc1ccccc1)C(N)=O (stereo not given)	-0.65	1505	4%	1	i	37	2.1	1.1	3.1	-7	649	-0.1	1540	i	-7	0%
O=C(Nc1ccccc1)c1ccccc1N=Cc1ccccc1O	0.52	1325	4%	1.1	i	43	1.6	3.0	3.7	3	685	-2.4	598	i	5	2%
CCc1ncc(C(O)c2cccc(OC)c2OC)n1C (stereo not given)	/	/	10%	1	i	45	3.1	3.5	6.3	16	593	-0.4	1037	i	2	9%
CN1C(C(=O)NCc2cccc(Br)c2)CC2Cn3c(nc4cc(Cl)c(Cl)cc43)C21 (stereo not given)	0.67	985	/	/	i	6	/	/	/	3	694	-1.3	1368	/	/	/
Cc1cc(O)c(C=O)c2c1C(=O)Oc1c(CO)c(O)c3c(c1O2)C(O)OC3=O (stereo not given)	0.26	1406	32%	0.8	i	33	2.1	1.2	10	7	761	-0.7	1130	i	-8	45%
Cc1cc(C(=O)CN(Cc2ccc(F)cc2)S(=O)(=O)c2ccc3c(c2)OCCO3)c(C)n1C	-0.28	719	18%	1	i	20	0.9	0.6	7.1	/	/	1.7	801	i	8	15%
O=C(C[N+]1(CC#Cc2ccccc2)CCCCC1)c1ccccc1	0.83	913	-21%	1.1	i	33	3.4	3.5	8.3	2	702	-1.4	874	i	4	-7%
CCOc1ccc(C(O)c2nccn2Cc2ccccc2)cc1 (stereo not given)	-0.43	1470	8%	1	i	60	4.0	2.4	8.1	/	/	-3.4	1010	i	17	-1%
